Screening results as filed in PubChem BioAssay.
OX1R antag-1: OX1R (human) antagonism; OX1R-expressing cells, FRET antagonist read-out; O43613; 330,000 tested, 1.8% active; AID 485270; inhibition, % at 6.6 µM; in the data active = inhibition mostly above about 38%, no sharp cut-off; inactive = mostly below about 40%;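 note: 0% = agonist challenge alone and 100% = reference antagonist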
Target sequence (O43613 whole entry, looked up): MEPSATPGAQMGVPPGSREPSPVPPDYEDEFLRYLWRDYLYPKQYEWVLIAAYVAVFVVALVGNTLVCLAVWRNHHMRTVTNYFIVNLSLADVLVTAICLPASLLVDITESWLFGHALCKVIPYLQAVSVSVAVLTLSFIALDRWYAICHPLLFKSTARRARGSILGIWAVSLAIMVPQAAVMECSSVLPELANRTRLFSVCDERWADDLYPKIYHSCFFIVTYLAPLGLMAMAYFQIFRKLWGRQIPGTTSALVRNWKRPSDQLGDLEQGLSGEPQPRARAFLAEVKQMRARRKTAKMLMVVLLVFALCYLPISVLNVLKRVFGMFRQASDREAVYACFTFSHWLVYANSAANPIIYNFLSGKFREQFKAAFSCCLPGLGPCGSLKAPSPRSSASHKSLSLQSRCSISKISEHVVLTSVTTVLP
OX1R antag-2: blocks the human orexin 1 receptor; O43613; CHO/OX1R cells, Fluo-8 calcium fluorescence, orexin A; inhibition, % at 5 µM; 330,000 tested, 0.43% active; AID 434989;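 active = inhibition above its plate's threshold, mean inhibition of all tested compounds on the plate plus 3 SD, cut at about 37% in these data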;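 note: 0% = orexin A challenge wells and 100% = SB-334867-A antagonist wells; not every result past the cut was called active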
CHT PAM: allosteric activators of human choline transporter CHT; CHT-expressing cells, membrane potential dye, choline EC20; stronger effect = higher value; LV-AA mutant CHT in HEK293 cells; AID 488977; Q9GZV3; B-score at 10 µM; 310,000 tested, 0.49% active;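 active = initial fluorescence not abnormally high and integrated response B-score, plate-corrected, over 3 SD above library mean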
Target sequence (Q9GZV3 whole entry, looked up): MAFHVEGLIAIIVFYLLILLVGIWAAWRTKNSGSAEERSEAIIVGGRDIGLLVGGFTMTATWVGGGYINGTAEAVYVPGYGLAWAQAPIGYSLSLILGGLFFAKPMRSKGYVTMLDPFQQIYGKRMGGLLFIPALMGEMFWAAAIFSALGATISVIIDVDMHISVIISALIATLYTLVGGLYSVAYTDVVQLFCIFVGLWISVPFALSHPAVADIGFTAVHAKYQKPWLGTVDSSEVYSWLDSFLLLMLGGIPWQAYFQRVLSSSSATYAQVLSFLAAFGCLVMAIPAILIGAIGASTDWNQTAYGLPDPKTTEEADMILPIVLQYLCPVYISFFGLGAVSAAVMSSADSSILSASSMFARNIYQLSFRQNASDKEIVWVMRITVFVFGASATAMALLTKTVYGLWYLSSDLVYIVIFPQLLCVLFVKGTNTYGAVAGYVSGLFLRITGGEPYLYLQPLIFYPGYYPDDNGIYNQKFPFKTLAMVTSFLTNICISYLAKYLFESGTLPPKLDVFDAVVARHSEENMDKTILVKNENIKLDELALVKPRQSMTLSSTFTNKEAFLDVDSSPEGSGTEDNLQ
* = called active by the depositor; i = inactive; · = no result given; & = joins results of further samples.

Values in the order – OX1R antag-1	OX1R antag-2	CHT PAM
> O=C(NCCCO)c1ccc(CSc2nc3ccccc3c(=O)[nH]2)cc1
    2	-18	i
> COc1ccc(CN2CCN(Cc3ccc(OC)c(OC)c3OC)CC2)cc1
    0	-32	i
> CC(C)CC(=O)C(=O)O
    8&16	-4&-11	i
> CCOC(=O)C(C)/C(C)=N/NC(=O)c1cc2ccccc2cc1O (centres undefined)
    5	-8	i
> COC(=O)c1ccc(-c2ccc([C@H]3[C@H]4C=CC[C@@H](C)[C@@H]4C(=O)N3Cc3ccccc3)c(F)c2)cc1
    10	-57	i
> Nc1ccc(N2CCCCC2)cc1N1CCCCC1
    21	-20	7.9*
> O=c1cc(NCc2ccccc2)nc2ccccn12
    21	-21	i
> COc1cc(/C=C2/C(=O)NN(c3ccc(F)cc3)C2=O)cc([N+](=O)[O-])c1O
    25	-14	i
> Cc1nn(C)cc1CNC(=O)Nc1ccc(Cl)c(Cl)c1
    13	3	i
> C=CC[C@@H](CC(=O)N[C@@H](CO)Cc1ccccc1)C(=O)NC[C@@H](OC(=O)[C@@H](CC=C)CC(=O)OC(C)(C)C)c1ccccc1
    10	-7	·
> CC(=O)Nc1ccc(N2C(=O)CSC2c2ccc([N+](=O)[O-])cc2)cc1 (centres undefined)
    7	-24	i
> CCC(C)[C@H](NC(=O)[C@@H]1Cc2ccccc2CN1C(=O)OC(C)(C)C)C(=O)NCC1CCC(C(=O)O)CC1 (some centres undefined)
    8	-15	i
> Cc1cc(C(=O)Nc2ccc3c(c2)OCCO3)c(C)o1
    15	-4	i
> O=C(O)c1ccccc1OCCOc1ccccc1
    9	-29	i
> COc1ccc(/C=C(\NC(=O)c2ccco2)C(=O)NCCc2nc3ccccc3[nH]2)cc1
    46*	32	i
> COC(=O)c1cn(Cc2cc(OC)ccc2OC)cc(F)c1=O
    3	8	i
> CCC1(CC)Cc2ccccc2C2=C(C(=O)N3CCCCC3)C(=O)C(=O)N21
    11	-7	i
> O=C(OCC(=O)N1CCc2ccccc2C1)c1ccc(N2CCOCC2)c([N+](=O)[O-])c1
    35	-17	i
> Brc1ccccc1Cn1c(-c2cncs2)nc2ccccc21
    7	-41	i
> Cc1onc(-c2c(Cl)cccc2Cl)c1C(=O)N=C(N)N1CCCC1
    22	-15	i

The closing three compounds of the section above come first, to join the parts:
Values in the order – OX1R antag-1	OX1R antag-2	CHT PAM
> O=C(OCC(=O)N1CCc2ccccc2C1)c1ccc(N2CCOCC2)c([N+](=O)[O-])c1
    35	-17	i
> Brc1ccccc1Cn1c(-c2cncs2)nc2ccccc21
    7	-41	i
> Cc1onc(-c2c(Cl)cccc2Cl)c1C(=O)N=C(N)N1CCCC1
    22	-15	i
> COc1ccc(NC(=O)Nc2ccccc2SC)cc1
    25	3	i
> CC1CCC(NC(=O)CSc2nnc(-c3cccnc3)o2)CC1 (centres undefined)
    6	-5	·
> COC(=O)c1cc(C(=O)N2CCN(c3cccc(C)c3C)CC2)cc([N+](=O)[O-])c1
    8	-37	i
> Cc1ccc(CN2CC(C(=O)N3CC=C(c4ccccc4)CC3)CC2=O)cc1 (centres undefined)
    18	-7	i
> O=C(CCC(=O)N1CCCc2ccccc21)N1CCN(S(=O)(=O)c2ccccc2)CC1
    13	-24	i
> N/C(=N\OC(=O)Cc1ccccc1[N+](=O)[O-])c1ccc(Br)cc1
    28	-12	i
> N#CCCCCn1ccc(NC(=O)c2ccc(Cl)cc2O)n1
    17	-6	i
> COc1ccc(NC(=O)N2CCc3cc(OC)c(OC)cc3C2)cc1
    3	1	i
> C=CCN(C(=O)c1csnn1)C(C(=O)NC1CCCC1)c1ccc(Cl)cc1 (centres undefined)
    69*	-18	i
> CCC(Cc1ccccc1)NS(=O)(=O)c1ccc2c(c1)NC(=O)CS2 (centres undefined)
    10	-18	i
> O=C(Nc1cccc(-n2cccn2)c1)C1CCCN(Cc2ccccc2F)C1 (centres undefined)
    22	-24	i
> CCNc1nc(NC(C)C)nc(N(n2cnnc2)S(=O)(=O)c2ccc(C)cc2)n1
    14	-36	i
> N#Cc1ccc2c(c1)nc1ccccn12
    35	1	i
> COc1ccccc1NC(=O)CN1CCN(c2ccc(Cl)cc2)CC1
    3	-15	i
> Cc1ccc(-c2nc3ccccc3o2)cc1NC(=O)c1ccc2c(c1)OCO2
    24	-19	i
> COc1cccc2sc3ccc(C#Cc4ccc(N)cc4)cc3c(=O)c12
    30	-16	i
> CC(=O)Oc1ccccc1N(C(C)=O)S(=O)(=O)c1cccc([N+](=O)[O-])c1
    12	9	i
> Cc1c(C(=O)OCCOC(C)C)[nH]c2c1C(=O)CC(C)(C)C2
    16	-18	i
> COc1ccc(C(=O)c2c(C(F)(F)F)oc3c2C(=O)c2ccccc2C3=O)cc1OC
    20	-15	i
> Cn1c(=O)c2c(ncn2CC(=O)N2CCN(c3ccccc3F)CC2)n(C)c1=O
    15	-10	i

Next records follow:
Values in the order – OX1R antag-1	OX1R antag-2	CHT PAM
> Cc1ccc2nc3c(c(Nc4ccccc4)c2c1)CCC3
    1	-19	i
> COc1ccc(COCC(O)CN2CCCCC2)cc1OC (centres undefined)
    2	-6	i
> CN1C(=O)C(C)(C)c2cc(S(=O)(=O)N3CCCC3C(=O)NCc3ccc(F)cc3)ccc21 (centres undefined)
    78*	-29	i
> O=C(OCC(=O)N1CCCc2ccccc21)c1ccc(C(F)(F)F)cc1
    11	-34	i
> O=C(CCC1CCCC1)NCc1ccccn1
    6	-19	i
> CCOc1ccc2nc(SCC(=O)Nc3cc4c(cc3C(C)=O)OCO4)[nH]c2c1
    32	-21	i
> O=C(c1cc(F)c(F)cc1Cl)N1CCOCC1
    11	-10	i
> COc1ccc(OC2C(=O)N(c3ccc(C)c(C)c3)C2c2ccc(OC)c(OC)c2)cc1 (centres undefined)
    25	-3	i
> O=C(Cn1c(=O)oc2ccc(Cl)cc21)Nc1ccon1
    3	-1	i
> CNC(=O)NC(=O)CSc1cccc(C(F)(F)F)c1
    18	6	i
> Cc1nc2ccccc2c2oc(C(=O)N3CCC(C)CC3)cc12
    14	-41	i
> O=C(Oc1ccc(Br)cc1)c1cccc(S(=O)(=O)N2CCOCC2)c1
    19	-27	i
> O=Cc1cc(Br)c(OC(=O)N2CCOCC2)c(Br)c1
    -1	-18	i
> O=C1c2ccccc2C(=O)C1c1ccccc1F
    3	-8	i
> c1ccc(N2N=C(c3cccs3)CC2c2ccco2)cc1 (centres undefined)
    20	-19	i
> C/C(CCC(C)C)=N\NS(=O)(=O)c1ccc(C)c([N+](=O)[O-])c1
    21	-14	i
> CCN(CC)S(=O)(=O)c1cccc(-c2csc(C)n2)c1
    21	-23	i
> O=C(O)c1ccc(N2C(=O)c3ccc(C(=O)c4cccc([N+](=O)[O-])c4)cc3C2=O)cc1
    20	-3	i
> NC(=O)Nc1cc(Cl)ccc1Cl
    2	-20	i
> O=C(NCc1cccc(CNC(=O)C(=O)NCC2CCCO2)c1)C(=O)NCC1CCCO1 (centres undefined)
    23	5	i

In another format: entries from further up.
CCC(C)[C@H](NC(=O)[C@@H]1Cc2ccccc2CN1C(=O)OC(C)(C)C)C(=O)NCC1CCC(C(=O)O)CC1 (some centres undefined)
  OX1R antag-1: 8 | OX1R antag-2: -15 | CHT PAM: i
Cc1cc(C(=O)Nc2ccc3c(c2)OCCO3)c(C)o1
  OX1R antag-1: 15 | OX1R antag-2: -4 | CHT PAM: i
O=C(O)c1ccccc1OCCOc1ccccc1
  OX1R antag-1: 9 | OX1R antag-2: -29 | CHT PAM: i

New compounds follow
Values in the order – OX1R antag-1	OX1R antag-2	CHT PAM
> CC(C)COC(=O)c1ccccc1OC(=O)c1ccncc1
    10	-14	i
> COc1ccc(Cc2nnnn2CC(=O)O)cc1
    36	-12	i
> Cc1nc(NC(=O)C2CC2)sc1C
    16	-1	i
> Cc1ccc(C2=NN(C(=O)CN3CCN(C4CCS(=O)(=O)C4)CC3)C(c3ccco3)C2)cc1 (centres undefined)
    -2	-31	·
> Cc1ccc(C(=O)CCC(=O)N2CCN(c3ccc(F)cc3)CC2)cc1
    15	-39	i
> CSc1ccc(CN(C)C(C)C(=O)NCc2ccccc2)cc1 (centres undefined)
    25	-27	i
> COc1ccc(-c2n[nH]c(=S)n2-c2ccccc2C)cc1
    5	1	i
> Cc1nnc(SCC(=O)NCc2ccco2)n1Cc1ccccc1
    7	-5	i
> Cc1cccc(CN2C(=O)NC(c3ccccc3)(c3ccccc3)C2=O)c1
    22	-32	i
> C/C=C/c1ccc(OCCOCCOc2cccc3cccnc23)c(OC)c1
    6	-36	i
> COc1ccc(CNC(=O)CN(C)S(=O)(=O)c2ccc3c(c2)n(C)c(=O)c(=O)n3C)cc1
    9	-10	i
> Cc1ccc(NC(=O)[C@@H]2CCCN2C(=O)c2cccs2)cc1S(=O)(=O)N1CCCCC1
    7	-12	·
> COc1ccc(-n2c(COc3cccc(C)c3)n[nH]c2=S)cc1
    15	-4	i
> COc1ccc2oc(C(=O)OCC(=O)NCCc3ccc(S(N)(=O)=O)cc3)c(C)c2c1
    -3	-27	·
> O=C(Cn1nnc(-c2ccc3c(c2)OCO3)n1)NCc1ccco1
    12	-6	i
> C/C(CC(=O)Nc1ccc(F)cc1)=N\NC(=O)c1ccccn1
    17	-30	i
> CC(C)CN(C(=O)COC(=O)c1ccc2c(c1)OCCO2)c1c(N)n(Cc2ccccc2)c(=O)[nH]c1=O
    10	-31	i
> CCOC(=O)c1c(C)nc2c(c1-c1ccc(Cl)cc1)C(=O)CC(C)(C)C2
    18	-17	i
> S=C(NCCc1ccccc1)N1CCc2ccccc2C1
    17	-23	i
> O=C(Nc1ccccc1C(=O)N1CCOCC1)c1ccc(Cl)cc1
    10	-19	i

Remaining list, next part:
Values in the order – OX1R antag-1	OX1R antag-2	CHT PAM
> CCOC(=O)c1c(NC(=O)CSc2nc(C)cc(C)c2C#N)sc(C(C)=O)c1C
    6	-3	i
> Cc1noc(NS(=O)(=O)c2ccc(N/C=C/C(=O)c3cccnc3)cc2)c1C
    41	-1	i
> COc1ccccc1-c1csc(NC(=O)c2ccc(N3C(=O)CCC3=O)cc2)n1
    12	-5	i
> CC1NC(=O)N(C)[C@@H]2NC(=O)N(C)C(c3ccc([N+](=O)[O-])cc3)[C@@H]12 (some centres undefined)
    9	10	i
> O=C1NC(c2ccco2)Nc2ccccc21 (centres undefined)
    22	-4	i
> Cc1ccc(-c2cc(C(F)(F)F)n3ncc(C(=O)N4CCN(C)CC4)c3n2)cc1
    1	-27	i
> CCCCCCCCCC(=O)N1c2ccccc2NC(=O)C1CC(=O)Nc1ccc(C(=O)O)cc1 (centres undefined)
    7	-3	i
> CCOC(=O)CCCn1ncn2c(cc3occc32)c1=O
    15	-10	i
> Cc1ccc(S(=O)(=O)N(CC(=O)Nc2cccnc2)c2ccccc2C)cc1
    6	-24	i
> CCOC(=O)CC[C@H](NC(=O)Cn1cnc2c(SC)nc(N)nc21)C(=O)OCC
    8	19	·
> Cc1nc(Nc2ccc(Br)cc2Br)c([N+](=O)[O-])c(=O)[nH]1
    8	-2	i
> CC(N=C1NC(C)(C)Cc2ccccc21)C(=O)O (centres undefined)
    6	-9	i
> COc1ccc(-c2cc(C(F)(F)F)nc(NCc3cccnc3)n2)cc1
    11	-33	i
> COc1ccccc1N1CCN(/N=C/C=C\c2ccccc2[N+](=O)[O-])CC1
    12	-18	i
> COc1cc2ccccc2cc1C(=O)Nc1ccccc1N1CCCC1
    38	-11	i
> CC1=C(C(=O)N(C)C)C(c2cccs2)NC(=O)N1 (centres undefined)
    21	-19	i
> CCOc1ccc(CNS(=O)(=O)c2c(C)nc3scc(C)n3c2=O)cc1OC
    5	3	i
> CC(C)(C)NC(=O)c1cccnc1Sc1ccccc1
    17	-5	i
> COc1ccc(-c2[nH]ncc2CN2CCN(Cc3cccs3)CC2)c(F)c1
    6	-22	i
> Cc1[nH]nc2c1C(C(C)C)C(C#N)=C(N)O2 (centres undefined)
    15	-2	i

New compounds follow.
Values in the order – OX1R antag-1	OX1R antag-2	CHT PAM
> COc1ccc2c(C(=O)CCl)c[nH]c2c1
    6	2	i
> O=C(Nc1ccccc1)N1N=C(c2ccc(F)cc2)CC1c1ccc(F)cc1 (centres undefined)
    11	-34	i
> COCCn1c(C)cc(C(=O)CSc2nnnn2C2CCCC2)c1C
    1	-29	·
> CS(=O)(=O)c1ccc(Cl)c(C(=O)NC2CCSc3ccccc32)c1 (centres undefined)
    16	-19	i
> Cc1ccc(NC(=O)c2cc(S(=O)(=O)N3CCOCC3)cs2)cc1
    38	-15	i
> COc1ccc(C2(O)CC3CCC(C2)N3c2nc(C)cc(C)c2C#N)cc1 (centres undefined)
    9	-13	i
> CC(=O)Nc1ccc(/C=C2/Sc3ccccc3C2=O)cc1
    10	-2	i
> CCNS(=O)(=O)c1ccc(C)c(-n2cnnn2)c1C
    6	1	i
> O=C(Nc1ccc(Cc2ccncc2)cc1)c1ccc(Cl)c([N+](=O)[O-])c1
    128*	77*	i
> CCCCNc1nc(NC)nc(Cl)c1SC
    14	-41	i
> CCCCn1c(N)c(N(Cc2ccccc2OC)C(=O)COc2ccccc2OC)c(=O)[nH]c1=O
    25	-12	i
> CSCCC(NS(=O)(=O)c1ccc(C)cc1)C(=O)N1CC=C(c2ccccc2)CC1 (centres undefined)
    9	-14	i
> O=[N+]([O-])c1ccc(/C=C/c2ccc3ccccc3n2)cc1
    23	-23	i
> O=C(CCCN1C(=O)/C(=C/c2cccs2)SC1=S)Nc1cccc(O)c1
    67*	45*	i
> O=C(NCCc1ccccc1)C1CCC(Cn2c(=O)c3ccccc3n(Cc3cccc(F)c3)c2=O)CC1 (centres undefined)
    5	-40	i
> Cn1cc(S(=O)(=O)NCC2CCCO2)c(=O)n(C)c1=O (centres undefined)
    3	-3	i
